BH1578 lux ind – induces V. cholerae light production without autoinducers. hit rate 0.16% among 350,000. V. cholerae BH1578 lux reporter, luminescence, 6 h. activation, % at 18.7 µM; in the data active = activation mostly above about 9.7%, no sharp cut-off; also: not every result past the cut was called active; inactives centre near 0; reference of the scale not given here
Rv3671c protease – inhibits the M. tuberculosis serine protease Rv3671c; inhibition, % at 5.96 µM; hit rate 0.048% among 320,000; P9WHR9; in the data active = inhibition above about 38%;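 also: extracellular domain of Rv3671c used as enzyme; 0% = enzyme with DMSO and 100% = no enzyme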
Target sequence (P9WHR9 whole entry, looked up, the tested form may be a part): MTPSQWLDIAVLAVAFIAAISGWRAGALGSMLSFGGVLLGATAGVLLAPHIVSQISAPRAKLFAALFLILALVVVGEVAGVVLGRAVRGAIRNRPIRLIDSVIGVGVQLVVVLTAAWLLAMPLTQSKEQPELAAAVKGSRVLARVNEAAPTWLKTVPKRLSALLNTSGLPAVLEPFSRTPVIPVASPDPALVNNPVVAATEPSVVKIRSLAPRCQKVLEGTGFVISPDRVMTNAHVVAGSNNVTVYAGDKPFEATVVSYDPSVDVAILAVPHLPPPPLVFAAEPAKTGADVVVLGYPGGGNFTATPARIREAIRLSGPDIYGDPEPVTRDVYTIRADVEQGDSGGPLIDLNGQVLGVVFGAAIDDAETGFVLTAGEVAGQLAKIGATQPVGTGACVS
MazEF act – increases E. coli MazEF RNase cleavage of RNA. activation, % at 20 µM. AID 504720. FAM/BHQ RNA-DNA oligo cleavage fluorescence, 5 h. hit rate 0.32% among 350,000; in the data active = activation above about 50%
Target sequence (P0AE70 whole entry, looked up): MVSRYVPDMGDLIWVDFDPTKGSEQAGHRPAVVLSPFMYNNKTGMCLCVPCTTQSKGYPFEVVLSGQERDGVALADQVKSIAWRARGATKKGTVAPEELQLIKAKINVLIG
SARS 3CLpro inh – SARS-CoV 3CLpro protease inhibition; hit rate 0.14% among 290,000; P0C6X7; recombinant SARS-CoV 3CLpro, quenched FRET peptide cleavage; inhibition, % at 6 µM; in the data active = inhibition above about 12%
PriA SSB inh – K. pneumoniae PriA-SSBct interaction inhibition | AlphaScreen SSBct-PriA binding, biotinylated peptide | inhibition, % at 33 µM | hit rate 0.6% among 430,000; in the data active = inhibition mostly above about 37%, no sharp cut-off; inactive = mostly below about 20%;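 also: plate controls were negative control peptide for no effect and reference peptide for full effect; strong numbers were not always called active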
PrPC TRFRET – inhibitors of human cell surface prion protein PrPC; P04156; TR-FRET read-out; inhibition, % at 13.8 µM; hit rate 0.43% among 370,000; in the data active = inhibition above about 24%; also: 0% = median of the test wells and 100% = reference compound wells
CCHFV vOTU inh – CCHFV vOTU protease inhibition. hit rate 0.55% among 370,000. inhibition, % at 11.5 µM. Pep-AMC fluorescence; in the data active = inhibition above about 30%; also: 0% = vehicle wells with enzyme and 100% = no enzyme wells
TcdB GH inh – inhibitors of Clostridioides difficile toxin B glycohydrolase | hit rate 0.24% among 350,000 | inhibition, % at 9.99 µM | AID 652162 | P18177 | TcdB glycohydrolase enzymatic assay, plate reader; in the data active = inhibition above about 10%
Y pestis TopoI – inhibitors of Yersinia pestis topoisomerase I. Y. pestis Topo-I cleavage product accumulation, plate reader. activity, % at 10 µM. hit rate 0.064% among 360,000. AID 504884; in the data active = activity above about 50%, passing the limit was not always enough; also: inactives centre near 2
DUSP3 inh – blocks human VHR1 dual specificity phosphatase; recombinant VHR phosphatase, pNPP absorbance; inhibition, % at 13.3 µM; hit rate 0.52% among 290,000; AID 1654; in the data active = inhibition above about 50%; also: some compounds called inactive have numbers as strong as hits
Target sequence (P51452 whole entry, looked up): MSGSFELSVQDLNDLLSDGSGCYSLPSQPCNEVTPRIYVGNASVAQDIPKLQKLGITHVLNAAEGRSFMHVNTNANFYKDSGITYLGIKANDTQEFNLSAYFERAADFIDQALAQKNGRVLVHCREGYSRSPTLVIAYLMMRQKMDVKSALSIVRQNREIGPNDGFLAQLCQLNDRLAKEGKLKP
Active calls of the source: *; i = inactive; x = not tested or not shown; & = joins results of further samples.

Results follow in this order: Rv3671c protease	BH1578 lux ind	PrPC TRFRET	Y pestis TopoI	CCHFV vOTU inh	PriA SSB inh	SARS 3CLpro inh	TcdB GH inh	DUSP3 inh	MazEF act
> Cc1ccc(CNc2cc(-c3nn4c(C)nnc4s3)ccc2C)s1
    -5	-1.8	-1	23	-5	-1	1	x	7	10
> COC(=O)C1=C(C)N=C2SCCC(=O)N2C1c1ccc(C(=O)OC)cc1 (stereo not given)
    -3	i	2	-7	-2	-9	-2	x	-5	3
> Clc1cccc(CSc2nnc(-c3sccc3-n3cccc3)o2)c1
    -14	-0.4	-2	58*	7	-9	6	x	23	-5
> CC(C)(C)OC(=O)N1Cc2cc3ccccc3nc2C1
    x	-0.7	5	9	-7	x	x	1.3	x	8
> CN(C)S(=O)(=O)c1ccc(NC(=S)NC(=O)C2CCC2)cc1
    -7	i	7	5	15	-7	2	-1.1	10	0
> Cn1c(Cc2cccs2)nnc1SCC(=O)Nc1ccccc1
    2	-14	0	21	-1	-1	-6	1.2	0	4
> COc1ccccc1C(=O)COC(=O)CSC(C)C(=O)Nc1cc(C)on1 (stereo not given)
    2	5.6	-6	-6	-6	-14	x	1.4	x	4
> COc1ccc(N(CC(=O)NC2CCCCC2)C(=O)CNC(=O)c2cccs2)cc1OC
    -1	-0.3	-3	1	-5	5	0	0.6	6	2
> O=c1c(Cl)c(N2CCN(S(=O)(=O)c3ccc(F)cc3)CC2)cnn1-c1cccc(Cl)c1
    -4	-11	-13	1	-5	-2	-2	x	19	-2
> CC1CCCCC12NC(=O)N(CC(=O)N1CCN(Cc3ccc(C#N)cc3)CC1)C2=O (stereo not given)
    -2	-0.4	12	5	-3	-8	x	0.6	x	-1
> Cc1ccc(OCC(=O)Nc2ccc3c(c2)nc(CCN2CCN(c4ccccn4)CC2)n3C)cc1
    x	-0.8	-23	16	14	x	x	0.2	x	5
> CCOc1ccc2ccccc2c1/C=N/NC(=O)CNC(=O)Cc1ccccc1
    -25	i	12	28	6	x	-1	1.0	8	2
> S=C(NCCSCc1ccc(Cl)cc1Cl)Nc1ccccc1
    -22	i	4	1	9	0	4	x	28	-3
> CC(NC(=O)c1ccccc1)C(c1cccs1)N1CCOCC1 (stereo not given)
    -4	0.3	-9	2	5	-8	5	1.7	2	10
> CC1CC(C)(C)CC2(C1)NC(=O)N(CC(=O)N1CCN(S(=O)(=O)c3ccc(F)c(F)c3F)CC1)C2=O (stereo not given)
    x	-5.5	0	12	0	-1	x	6.0	x	3
> Cc1ccccc1-c1nnn(CC(=O)Nc2ccc3c(c2)OCCO3)n1
    -11	-0.5	-4	4	29	-7	4	0.8	-10	7
> CCN(CC)c1ccc(/C=N/NC(=O)c2ccc3nc[nH]c3c2)cc1
    0	i	8	-13	-1	i	6	1.2	37	12
> COc1cc(C2C3=C(Nc4ncnn42)c2ccccc2CC3)cc(OC)c1OC (stereo not given)
    -7	-0.4	-7	20	6	-10	2	x	22	-10
> O=C(NCc1ccc(Cl)cc1)N1CCc2ccccc2C1
    -8	-0.2	2	12	3	-13	3	-3.4	-10	-3
> O=C(NCc1ccco1)C(c1cccnc1)N(C(=O)Cn1nnc2ccccc21)c1ccccc1 (stereo not given)
    -2	i	0	-11	6	2	0	x	19	-6
> CC1(C)Cc2ccccc2-c2nc(NN)[nH]c(=O)c21
    4	-1.4	2	9	-24	-8	5	1.4	24	-6
> CC(C)COc1ccc(-c2nn(-c3ccccc3)cc2/C=C2/SC(=S)N(CC(=O)O)C2=O)cc1
    -10	-0.7	-3	4	-4	-4	2	0.1	1	-2
> COC(=O)[C@@]1(Cc2ccc(F)cc2)[C@H]2c3cc(C(=O)N(C)C)n(Cc4ccc(OC)c(OC)c4)c3C[C@H]2CN1C(=O)c1ccccc1
    -7	x	-4	x	-1	23	6	0.3	19	7
> CCOc1ccc(S(=O)(=O)NCCC(=O)NCCc2ccc(C(C)C)cc2)cc1
    -6	-5.7	-2	24	29	-10	x	-5.6	x	1
> COC1=CC(=O)C(C2CC(=O)c3c(O)cc(O)cc3O2)=CC1=O (stereo not given)
    x	i	-10	-4	9	-16	x	-14	x	1
> CCCNC(=O)N(C)C[C@@H]1Oc2cc(C#CC(C)(C)O)ccc2S(=O)(=O)N([C@H](C)CO)C[C@H]1C
    x	-1.0	4	-4	6	x	x	-0.6&-0.5&-1.0	x	-3
> COc1ccc(-c2cc(C(=O)N(C)CC(=O)Nc3ccccc3Br)c3ccccc3n2)cc1OC
    -9	i	-10	14	-6	-2	x	1.2	x	2
> COC(=O)c1ccc(C(=O)OC)c(NC(=O)CSCc2ccc(Cl)cc2)c1
    -2	i	-3	38	2	-1	-6	x	21	0
> CC(C)N(CCC(C(N)=O)(c1ccccc1)c1ccccn1)C(C)C (stereo not given)
    -3&9	i	2&-4	-4&-1	2&0	-5	1	-0.6&1.6	9	0&5
> C=CC[C@H](CC(=O)N(CCO)Cc1ccccc1)C(=O)N[C@H](COC(=O)[C@H](CC=C)CC(=O)OC(C)(C)C)Cc1ccccc1
    -11	0.8	-2	30	21	2	x	-0.2	x	3
> COc1ccccc1-c1cc(NC=O)c2ncc(-c3cccc(C(=O)N(C)C)c3)n2c1
    x	-0.4	-23	11	4	x	x	9.0	x	x
> COc1ccc(C(C)=O)cc1CSc1nncn1C
    10	-0.5	-3	5	2	-12	6	-1.1	2	-1
> CC(=O)Nc1ccc(S(=O)(=O)NC2CCSc3ccccc32)cc1 (stereo not given)
    1	-4.0	2	-4	0	-8	-1	-0.4	-8	1
> O=C(Nc1nnc(S(=O)(=O)Nc2ccccc2)s1)c1ccccc1Cl
    0	-0.3	-2	-7	8	0	2	-2.9	-2	8
> COc1cc(OC)c(OC)cc1/C=C/C(=O)OCC(=O)Nc1c(C)n(C)n(-c2ccccc2)c1=O
    x	i	-7	-4	8	-5	x	0.0	x	6
> COc1cc(NC(=O)SC2=NCCS2)cc(OC)c1
    x	-0.5	-3	-5	-3	-4	-4	0.5	9	4
> CC1CN(S(=O)(=O)c2cccc(C(F)(F)F)c2)CC(C)O1 (stereo not given)
    1	i	8	-8	-5	-2	3	1.0	24	3
> Cc1ccc(S(N)(=O)=O)cc1NC(=O)c1ccc2c3c(cccc13)CC2
    -7	i	-4	2	8	0	-2	2.5	57*	8
> Cc1ccc(C(=O)NCC2CCCO2)cc1[N+](=O)[O-] (stereo not given)
    1	i	-11	2	14	-8	1	1.4	-7	3
> Clc1ccccc1CN1CCC(Cc2ccccc2)CC1
    -3	-0.4	4	1	6	-19	-3	0.6	-22	-8
> COc1ccc2c(c1)C13CCCC[C@@H]1C(C2)N(C)CC3 (stereo not given in full)
    2	5.8	-5	-1	16	x	x	1.1	-1	2
> O=C(NCCC1CCCCN1S(=O)(=O)c1ccccc1)C(=O)NC1CCCC1 (stereo not given)
    -3	-0.7	5	13	11	-3	x	-0.7	x	-1
> Cc1ccc(C(=O)NNC(=O)CSc2nnc(-c3ccccc3)n2Cc2ccccc2)cc1
    2	-0.6	4	29	4	7	-2	x	11	-2
> COc1ccc(Cl)cc1NC(=O)C1CCN(C(=O)Nc2ccccc2)CC1
    4	-0.4	3	5	-2	-16	x	-0.3	x	3
> CC(C)n1nccc1N(Cc1ccc(Cl)cc1)S(=O)(=O)c1ccccc1
    3	-0.3	9	37	21	-8	1	0.5	13	-22
> O=C(CCc1nnc2ccc(NCc3ccc(F)cc3)nn12)NC1CCCC1
    2	-0.3	-4	5	8	-2	-5	4.3	13	-32
> CC(=O)C1=C(O)CC(c2ccccc2)CC1=NCCc1c(C)[nH]c2ccccc12 (stereo not given)
    0	-0.2	0	37	1	10	3	1.4	-7	2
> CC1(C(=O)NNC(=O)c2ccc([N+](=O)[O-])cc2)CC1(Br)Br (stereo not given)
    4	-0.3	-23	-7	3	-9	3	0.1	-20	-1
> O=C(NCc1cccnc1)c1cc(-c2ccccc2)on1
    3	11	5	-5	5	-3	-6	x	18	0
> NC(=O)C1CCN(C(=O)CSc2nc3ccccc3s2)CC1
    0	-1.4	-2	0	15	8	5	1.0	7	-3
> O=S(=O)(NC1CC2CCC1C2)c1ccc(Cl)cc1 (stereo not given)
    0	-0.3	11	11	-7	-7	1	0.1	-16	-2
> CC(C)CC(=O)Nc1ccc2c(c1)nc(CCN1CCCCC1)n2C
    -1	i	2	11	-10	3	0	1.1	21	10
> N#Cc1nc(COc2ccc(Cl)cc2Cl)oc1N1CCOCC1
    -9	-0.2	6	-11	-2	56*	6	x	8	0
> COCCN1C(=O)c2oc3ccccc3c(=O)c2C1c1ccc(O)c(OC)c1 (stereo not given)
    -6	-0.2	-8	3	4	-6	2	0.2	12	-5
> N#Cc1ccc(OCC(=O)Nc2nc(-c3cccnc3)cs2)cc1
    -13	i	13	-4	6	-4	x	-0.9	x	1
> CCOc1ccc(N2C(=O)c3ccccc3NC2(C)CC)cc1 (stereo not given)
    -7	4.2	6	0	-21	-9	x	1.2	x	-5
> O=C(Nc1ccc2c(c1)OCO2)N1CCN(S(=O)(=O)c2ccc(Cl)cc2)CC1
    -2	-0.4	9	-5	-7	2	1	x	8	0
> COC(=O)Cc1cc(=O)n2[nH]c(SC)nc2n1
    1	-1.4	-7	0	11	0	-1	x	24	-6
> N#C/C(=N/Nc1ccc([N+](=O)[O-])cc1)C(=N)N1CCCCC1
    x	i	-52	-13	6	x	4	3.9	-10	-7
> O=C(CSc1n[nH]c(Cc2ccccc2)n1)Nc1ccccc1Br
    -8	-0.5	5	1	1	-7	-1	0.4	7	-24

Next entries follow.
Results follow in this order: Rv3671c protease	BH1578 lux ind	PrPC TRFRET	Y pestis TopoI	CCHFV vOTU inh	PriA SSB inh	SARS 3CLpro inh	TcdB GH inh	DUSP3 inh	MazEF act
> CCN(CC)C(=O)c1cc(Cl)ccc1NC(=O)c1ccco1
    2	-0.1	2	4	-1	3	3	-0.5	-12	10
> CCOc1cccc(-c2c(C(=O)N/N=C/c3ccc(Br)cc3)nnn2-c2nonc2N)c1
    -11	i	-4	-8	8	x	11	0.5	-20	0
> COc1cccc(/C=N/NC(=S)NCc2ccco2)c1OC
    -2	i	2	13	-14	x	-2	1.0	0	9
> Cc1ccc(CNS(=O)(=O)c2ccc3c(c2)N(C)CCO3)cc1
    2	i	-4	14	11	3	1	2.5	-20	9
> CC(C)OCCCNC(=O)C1CCC(=O)N1C1CCCC1 (stereo not given)
    6	4.2	7	1	-10	1	-2	1.7	-14	-1
> Cc1ccc2nc(N3CCOCC3)c3nncn3c2c1
    0	-0.2	4	3	12	4	1	-9.5	0	13
> CCOC(=O)Cc1c[nH]c2ccc([N+](=O)[O-])cc12
    x	i	-10	-1	3	-13	x	2.6	x	-2
> Cc1ccc(NC(=S)N/N=C/c2c(C)nn(-c3ccccc3)c2N2CCCC2)cc1
    16	-0.3	2	-6	17	x	2	0.9	30	0
> CCOC(=O)c1c(/N=C/c2ccc(C)cc2O)sc2c1CCN(C)C2
    4	-0.6	-13	7	-8	x	-1	1.4	13	0
> O=C(NNS(=O)(=O)c1ccccc1Cl)C1COc2ccccc2O1 (stereo not given)
    6	i	-3	-5	-5	-10	x	1.3	x	-6
> COC(=O)COc1ccc(S(=O)(=O)Nc2ccccc2C(=O)OC)cc1
    2	-10	2	3	5	-22	5	1.6	7	-7

Random excerpt: four compounds from above, in no set order.
Results follow in this order: Rv3671c protease	BH1578 lux ind	PrPC TRFRET	Y pestis TopoI	CCHFV vOTU inh	PriA SSB inh	SARS 3CLpro inh	TcdB GH inh	DUSP3 inh	MazEF act
> CC(C)OCCCNC(=O)C1CCC(=O)N1C1CCCC1 (stereo not given)
    6	4.2	7	1	-10	1	-2	1.7	-14	-1
> CCOC(=O)Cc1c[nH]c2ccc([N+](=O)[O-])cc12
    x	i	-10	-1	3	-13	x	2.6	x	-2
> Cc1ccc(CNS(=O)(=O)c2ccc3c(c2)N(C)CCO3)cc1
    2	i	-4	14	11	3	1	2.5	-20	9
> COc1cccc(/C=N/NC(=S)NCc2ccco2)c1OC
    -2	i	2	13	-14	x	-2	1.0	0	9

An excerpt, so the mix of outcomes need not match the whole.
